Screens deposited in PubChem BioAssay by several laboratories.
Anthrax LF inh2: inhibitors of Bacillus anthracis lethal factor protease. AID 588501. 360,000 tested, 0.12% active. P15917. inhibition, % at 10 µM. multiplex microsphere protease cleavage assay, LF; also: plate controls were buffer without enzyme for full effect and enzyme alone for no effect
BoNT A protease: blocks Botulinum neurotoxin A light chain protease; inhibition, % at 10 µM; 360,000 tested, 0.17% active; multiplex microsphere protease substrate cleavage, flow cytometry; also: plate controls were buffer without enzyme for full effect and enzyme alone for no effect
Y pestis TopoI: Y. pestis Topo-I inhibition via cleavage products; Y. pestis Topo-I cleavage product accumulation, plate reader; activity, % at 10 µM; 360,000 tested, 0.064% active; AID 504884; in the data active = activity above about 50%, passing the limit was not always enough; inconclusive = no clear call, values can overlap the other calls; also: inactives centre near 2
CCHF vOTU inh: blocks the CCHF virus ovarian tumor domain protease. inhibition, % at 11.5 µM. 370,000 tested, 0.55% active. AID 651958. CCHFV vOTU protease, Pep-AMC fluorescence; in the data active = inhibition above about 30%; also: 0% = vehicle wells with enzyme and 100% = no enzyme wells
BoNT F protease: inhibitors of Botulinum neurotoxin F light chain protease. inhibition, % at 10 µM. AID 588497. 360,000 tested, 0.22% active. Multiplex microsphere protease cleavage assay, flow cytometry; in the data active = inhibition above about 35%, passing the limit was not always enough; inconclusive = no clear call, values can overlap the other calls; also: plate controls were buffer without enzyme for full effect and enzyme alone for no effect
TcdB GH inh: blocks C. difficile toxin B glycohydrolase activity. TcdB glycohydrolase enzymatic assay, plate reader. AID 652162. inhibition, % at 9.99 µM. 350,000 tested, 0.24% active; in the data active = inhibition above about 10%
PfHsp40 yeast: compounds rescuing yeast from Plasmodium falciparum HSP40 toxicity. S. cerevisiae expressing PfHsp40, growth rescue, ATP luminescence. growth rescue, % at 12.5 µM. 340,000 tested, 0.68% active; in the data active = growth rescue above about 28%, passing the limit was not always enough; inconclusive = no clear call, values can overlap the other calls;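 also: yeast W303a lacking pdr1 and pdr3 grown in galactose medium; growth measured after three days at 30 °C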
FadD28 binding: M. tuberculosis FadD28 bisubstrate binding inhibition; FadD28 bisubstrate probe binding, fluorescence polarization; inhibition, % at 12.5 µM; 360,000 tested, 0.22% active; AID 588549; in the data active = inhibition above about 8.5%, passing the limit was not always enough; inconclusive = no clear call, values can overlap the other calls
PrPC surface inh: cell surface PrPC inhibition, primary TR-FRET screen. P04156. TR-FRET read-out. inhibition, % at 13.8 µM. 370,000 tested, 0.43% active; in the data active = inhibition above about 24%; also: 0% = median of the test wells and 100% = reference compound wells
Active calls of the source: *; ? = inconclusive; . = no result given; & = joins results of further samples. Rule as the data show it, unless noted: active = inhibition above about 30%; inconclusive = no clear call, values can overlap the other calls; inactive = below that.

Compound	Anthrax LF inh2	BoNT A protease	Y pestis TopoI	CCHF vOTU inh	BoNT F protease	TcdB GH inh	PfHsp40 yeast	FadD28 binding	PrPC surface inh
CC(=O)Nc1c(-c2ccc(C)cc2)nc2ccc(Cl)cn12	3	-0.3	7	-6	-2	2.3	.	1.1	-1
CN(C)C(=O)c1cn(-c2ccccc2)nc1-c1cc2ccccc2oc1=O	-1	0.2	-6	1	-1	0.5	0.5	-4.2	-9
C/C(=N\NC(=O)Cc1ccc(F)cc1)c1ccc(O)cc1	0	1.2	-2	5	1	5.2	0.0	-1.9	0
O=C(Nc1ccc(Nc2ccncc2)cc1)c1ccc(Nc2ccnc3ccc([N+](=O)[O-])cc23)cc1	-2	-0.5	-30	-19	-13	1.5	-0.6	0.4	20
CC(=O)Nc1ccc(/C=C(\C#N)C(=O)NCc2ccccc2)cc1	0	0.2	-9	1	-4	0.4	-0.2	-3.7	-3
COc1ccccc1C(=O)C1CCCN(Cc2cccc(OCCO)c2)C1 (stereo not given)	-5	-1.1	-3	-7	-21	0.2	0.2	-2.1	-6
COc1cc(CNC(=O)c2cc3ccccc3oc2=O)cc(OC)c1OC	-13	3.9	1	-6	?	0.6	-1.2	-0.7	2
O=C(CCNC(=O)Cn1ccc2ccccc2c1=O)NCCCN1CCOCC1	-10	-1.8	6	-6	-20	1.4	0.3	-3.8	-1
CCCCc1ccc(Nc2nc(CCC)cc(=O)[nH]2)cc1	0	0.3	16	11	-7	.	4.1	-3.1	-3
COc1c(-c2ccccc2)oc2c(ccc3occc32)c1=O	-8	3.9	4	16	2	-0.1	6.7	-2.5	4
N=c1c2c3c(sc2ncn1CCN1CCOCC1)CCCC3	4	0.4	4	6	3	.	3.3	0.9	4
C[C@H](CO)N1C[C@H](C)[C@H](CN(C)C(=O)Nc2ccc(C(F)(F)F)cc2)Oc2c(NC(=O)c3ccncc3)cccc2C1=O	-3	-0.1	-7	9	4	1.2&1.5	1.4	-1.6	-4
O=C(c1cc(-c2ccccc2)nc2ccccc12)N1CCC2(CC1)OCCO2	0	-1.3	10	0	-2	2.0	0.2	-1.1	-10
O=C(N/N=C/c1ccco1)c1ccn[nH]1	-7	-0.3	3	-9	-4	0.8	3.0	-1.6	-9
O=c1c2ccccc2c(C=Nc2ccc(O)cc2)c(O)n1Cc1ccccc1	-3	-0.5	-28	2	-2	2.0	1.4	1.1	4
Cc1cc(OCc2ccc([N+](=O)[O-])cc2)c2c3c(c(=O)oc2c1)CCCC3	0	-0.3	-3	-6	5	1.7	-0.1	0.4	0
Cc1ccc(S(=O)(=O)NCCNc2ccc([N+](=O)[O-])cc2C(F)(F)F)cc1	-2	0.8	5	11	1	.	4.3	-2.6	-5
COc1cc(/C=C/C(=O)O[C@H]2[C@H](O[C@@H]3O[C@@H](C)[C@H](O)[C@@H](O)[C@H]3O)[C@@H](O)[C@H](OCCc3ccc(O)c(OC)c3)O[C@@H]2CO)ccc1O	14	-0.9	-1	-7	-2	6.4	-0.7	-0.6	4
Fc1c(F)c(C(F)(F)F)c(F)c(F)c1N/N=C\c1cccs1	-3	-1.1	-15	18	-11	.	7.1	-5.5	3
Cc1nc2ccc(NC(=O)c3cccc(S(=O)(=O)N(C)c4ccccc4)c3)cc2s1	-6	-0.5	6	.	4	.	5.4	4.5	.
CN1CC=C2C(C#N)=C(N)C(C#N)(C#N)C(CCc3ccccc3)C2C1 (stereo not given)	0	2.1	-5	.	-4	.	0.2	-2.4	.
NC(=O)C1CCCN(CC(O)COCc2ccc(Cl)cc2)C1 (stereo not given)	-1	-0.4	-8	8	-6	0.4	-2.8	-1.4	1
CCN(Cc1ccc2c(c1)OCO2)C(=O)CSc1nc(C)nc2sc(C)c(C)c12	-9	-0.2	-4	10	0	1.5	2.9	-1.7	6
CCN(CC)C(=O)c1cccc(NC(=O)c2ccccc2OCc2c(C)noc2C)c1	-3	-0.9	8	-9	-6	1.1	0.0	-2.3	3
CCSc1nnc(NC(=O)[C@@H](NC(=O)c2ccccc2)C(C)C)s1	-1	-0.7	6	-7	-3	5.4	0.3	-5.8	8
O=C(Oc1c(CN2CCOCC2)cc(Cl)c2cccnc12)c1ccccc1Br	-5	-2.5	27	3	-7	-1.1	-0.6	-3.1	-3
O=c1[nH]c2ccccc2c(=O)c2ccccc12	-2	0.3	6	3	7	0.1	.	-0.4	-2
c1ccc2oc(-c3nn4c(Cn5cnc6ccccc65)nnc4s3)cc2c1	11	0.2	-12	-4	-8	0.8	0.1	-0.1	2
COc1ccc(NC(=S)NC(=O)/C=C/c2cccs2)cc1	0	0.2	5	-6	-4	0.6	-0.8	-0.3	1
Cc1c(C#N)c2ccccc2n1CC(=O)NCC1CCCO1 (stereo not given)	-5	0.5	-2	9	-12	1.4	0.1	-1.5	4
CCCNC(=O)CSc1nnc(NC(=O)C2CC(=O)N(c3ccccc3OC)C2)s1 (stereo not given)	1	0.0	9	-5	4	2.8	.	-0.3	11
Cc1c(N/C=C(\Cl)C(=O)C(F)(F)F)c(=O)n(-c2ccccc2)n1C	4	0.9	-1	12	-4	.	0.4	0.1	10
CC(=O)c1c(C)nn(C(=O)c2cccs2)c1C	-2	-0.5	7	-1	-5	0.5	1.1	-0.6	4
O=S(=O)(c1ccc2ccccc2c1)N1CCN(C(=S)Nc2ccc(F)c(Cl)c2)CC1	0	0.0	-7	-16	2	.	-1.3	-5.1	6
O=c1cc(NS(=O)(=O)c2ccccc2)nc(SCc2c(Cl)cccc2Cl)[nH]1	-1	0.2	1	-8	2	-0.5	-0.5	-1.2	7
CC(C)(C)OC(=O)C[C@H]1C/C=C\C[C@H](CC(=O)N(CCO)Cc2ccccc2)C(=O)N[C@@H](Cc2ccccc2)COC1=O	0	-0.9	26	9	1	0.7	0.6	0.8	1
COc1ccccc1NC(=O)CC(=O)c1ccccc1	8	1.8	-5	-6	-5	1.5	-1.0	-1.4	-4
Cn1c(SCC#N)nc2ccccc2c1=O	2	-3.4	-8	-8	-15	-0.1	-0.3	-1.6	0
COC(=O)c1c(NC(=O)CN2CCN(c3ccccc3)CC2)c2c(C)cccc2n1C	-9	0.4	29	8	-12	.	-0.4	-1.8	2
Cc1cc(C(=O)Nc2ccc(S(=O)(=O)Nc3onc(C)c3C)cc2)c(C)o1	-21	30*	9	-4	42*	.	0.0	-0.6	8

Reformatted: 2 of the compounds above
Cn1c(SCC#N)nc2ccccc2c1=O
- Anthrax LF inh2: 2
- BoNT A protease: -3.4
- Y pestis TopoI: -8
- CCHF vOTU inh: -8
- BoNT F protease: -15
- TcdB GH inh: -0.1
- PfHsp40 yeast: -0.3
- FadD28 binding: -1.6
- PrPC surface inh: 0
COC(=O)c1c(NC(=O)CN2CCN(c3ccccc3)CC2)c2c(C)cccc2n1C
- Anthrax LF inh2: -9
- BoNT A protease: 0.4
- Y pestis TopoI: 29
- CCHF vOTU inh: 8
- BoNT F protease: -12
- TcdB GH inh: .
- PfHsp40 yeast: -0.4
- FadD28 binding: -1.8
- PrPC surface inh: 2

Following part:
Compound	Anthrax LF inh2	BoNT A protease	Y pestis TopoI	CCHF vOTU inh	BoNT F protease	TcdB GH inh	PfHsp40 yeast	FadD28 binding	PrPC surface inh
COc1ccc(-c2nc(SC(C)C(=O)Nc3ccc(NC(C)=O)cc3)n[nH]2)cc1 (stereo not given)	-3	-12	-11	1	-20	0.9	-0.5	-3.5	3
Cc1ccc(-n2c(=O)[nH]c3c(C(N)=O)nc(-c4ccc(C)o4)nc32)cc1	4	-0.2	1	6	2	.	0.3	-1.4	-8
COc1ccccc1-c1cnc(C(O)c2ccc(F)c(C)c2)[nH]1 (stereo not given)	5	-0.1	-7	-1	-3	1.6	.	-4.1	10
CCOC(=O)c1nnn(-c2nc(N(C)C)nc(N(C)C)n2)c1C	-3	-0.8	-2	-9	-3	0.7	-0.2	-3.2	1
CCc1cc(Cn2nc(C(=O)O)cc2-c2ccccc2)on1	-4	-0.1	-7	-8	2	1.9	-2.1	-2.7	-3
COc1cccc(NC(=O)c2ccncc2)c1	-2	-1.4	-7	2	-13	.	0.4	0.0	-3
Cc1cccc(C)c1NC(=O)CSc1nnc(-c2cnccn2)n1C	-1	0.4	4	7	5	1.4	0.2	1.0	2
COCCNC(=O)c1c[nH]c2cc(OC)c(OC)cc2c1=O	8	1.5	-8	-3	5	.	1.5	-0.9	-4
CCCC(=O)Nc1cc(C)c(NC(=O)c2ccco2)cn1	21	0.3	3	3	?	0.1	-0.2	-1.9	12
CCOc1cccc(C2C(C#N)=C(N)Oc3cc(C)n(Cc4ccccn4)c(=O)c32)c1OCC (stereo not given)	3	1.0	-2	2	-13	.	0.7	-0.3	0
CCN1CCc2nc3ccccc3c(C(=O)Nc3ccc(C#N)cc3)c2C1	4	2.6	6	-17	-7	-0.2	-1.2	-1.3	-3
CCN(CC)c1ccc(N=Nc2nn(C)c(C)c2[N+](=O)[O-])cc1	-3	-0.1	7	8	-9	1.0	0.0	-0.2	-40
C=CCNC(=O)C1CC2c3ccccc3C1c1ccccc12 (stereo not given)	.	.	4	-9	.	0.3	2.4	-0.2	5
Nn1cnnc1N/N=C/c1cc(Br)cc(Br)c1O	1	-0.9	-6	104*	4	.	?	-0.6	-4
CNc1cncc(-c2cccc(C(=O)NCCN(C)C)c2)n1	2	0.0	-1	-117	0	-0.7	.	-4.5	-5
COc1ccc([C@@H]2C=C(C(=O)O)O[C@H](OCCCCO)C2)cc1	-3	-0.3	0	-2	-4	-0.6	-0.7	-2.1	-2
COc1cc(OC)nc(Oc2cccc(Cl)c2C)n1	-2	-0.1	11	-7	-3	0.6	.	-3.6	3
O=C(Nc1cccc(S(=O)(=O)N2CCCCC2)c1)c1c2c(nc3ccccc13)CCN(Cc1ccccc1)C2	2	4.7	1	13	-6	-3.3	-0.9	-4.0	-4
Cc1cc(C)nc(SCCC(=O)N2CCOCC2)n1	2	0.2	-4	7	-2	.	-0.5	-5.9	2
Cc1cc(S(=O)(=O)Nc2ccc3c(c2)n(C)c(=O)n3C)ccc1F	-13	-0.3	-5	4	3	-4.7	-0.8	-0.1	15
Cc1cc(=O)[nH]c(N2CCN(C(c3ccccc3)c3ccccc3)CC2)n1	-9	-1.1	1	-4	?	.	-0.2	1.0	8
NCC(O)c1cc(O)c(O)cc1F (stereo not given)	-17	-1.1	0	2	-12	-15	-1.0	-0.5	-3
COc1ccc(-c2nc(CS(=O)CC(=O)NCc3ccco3)c(C)o2)cc1OC (stereo not given)	-3	-0.2	3	9	-7	0.9	-0.1	-1.3	-3
Cc1cc(C(F)(F)F)n2ncc(-c3ccccc3)c2n1	8	0.7	7	-2	-2	.	-0.3	-3.6	9
CC(=O)C1=C(O)C(=O)N(CCc2c[nH]c3ccccc23)C1c1ccco1 (stereo not given)	0	0.5	2	-10	7	.	-1.0	-2.3	-2
CCOc1ccc2[nH]c3c(N4CCN(C(=O)c5ccco5)CC4)ncnc3c2c1	.	.	-4	-17	.	5.9	.	1.2	-9
COC(=O)COc1ccc(S(=O)(=O)NCc2cccnc2)cc1C	1	6.4	4	-9	10	2.8	-1.4	-2.8	2
N/C(=N\c1nc2ccccc2o1)NC(=O)c1cccc(Br)c1	1	-0.6	6	0	-12	5.1	.	-1.0	-5
CCn1cc(C(=O)N2CCCCC2)c(=O)c2cc(S(=O)(=O)N3CCC(C)CC3)ccc21	0	-0.8	8	-1	2	.	-0.3	-3.9	-3
O=C(COc1cccc2cccnc12)N1CCc2ccccc21	-1	-0.1	9	-1	0	0.8	-1.0	0.6	3
Cc1ccc2c(=O)[nH]c(Cc3ccccc3C(=O)O)nc2c1	1	0.1	-3	-6	1	0.7	-1.5	-2.1	6
O=C(Nc1ccc2nc3ccccc3nc2c1)c1ccc(Br)cc1	11	23	5	5	9	.	0.3	-3.1	-4
CC(Sc1nc2c(c(=O)[nH]1)CCCC2)C(=O)Nc1ccc(S(N)(=O)=O)cc1 (stereo not given)	5	0.8	4	-13	0	0.9	-2.3	-2.1	1
